ALDH1A1 block: qHTS Assay for Inhibitors of Aldehyde Dehydrogenase 1 (ALDH1A1). Purified ALDH1A1, NADH fluorescence, propionaldehyde substrate. Potency, µM (top dose mostly 75.3 µM), for inactives: at the highest dose activity, negative = inhibition, actives largely listed as inhibitors. hit rate 7.3% among 220,000. AID 1030, 2008; active = well fitted inhibition curve with a large enough effect, not every such curve was filed as active; inconclusive = small, poorly fitted or top-dose-only effect, or another doubt; inactive = no such curve, though single readings can be large or run the other way;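 note: plate controls were no enzyme wells and a reference inhibitor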
L3MBTL1 block: qHTS Assay for the Inhibitors of L3MBTL1; Lethal(3)malignant brain tumor-like protein 1 (Homo sapiens), Q9Y468; AlphaScreen L3MBTL1–H3K9me1 peptide binding; Potency, µM (top dose mostly 57.1 µM), for the others: top-dose activity, negative = inhibition, hits mostly inhibitors; hit rate 0.66% among 230,000; note: nearly all actives have a fitted effect of over 60% in size
Target sequence (Q9Y468 whole entry, looked up): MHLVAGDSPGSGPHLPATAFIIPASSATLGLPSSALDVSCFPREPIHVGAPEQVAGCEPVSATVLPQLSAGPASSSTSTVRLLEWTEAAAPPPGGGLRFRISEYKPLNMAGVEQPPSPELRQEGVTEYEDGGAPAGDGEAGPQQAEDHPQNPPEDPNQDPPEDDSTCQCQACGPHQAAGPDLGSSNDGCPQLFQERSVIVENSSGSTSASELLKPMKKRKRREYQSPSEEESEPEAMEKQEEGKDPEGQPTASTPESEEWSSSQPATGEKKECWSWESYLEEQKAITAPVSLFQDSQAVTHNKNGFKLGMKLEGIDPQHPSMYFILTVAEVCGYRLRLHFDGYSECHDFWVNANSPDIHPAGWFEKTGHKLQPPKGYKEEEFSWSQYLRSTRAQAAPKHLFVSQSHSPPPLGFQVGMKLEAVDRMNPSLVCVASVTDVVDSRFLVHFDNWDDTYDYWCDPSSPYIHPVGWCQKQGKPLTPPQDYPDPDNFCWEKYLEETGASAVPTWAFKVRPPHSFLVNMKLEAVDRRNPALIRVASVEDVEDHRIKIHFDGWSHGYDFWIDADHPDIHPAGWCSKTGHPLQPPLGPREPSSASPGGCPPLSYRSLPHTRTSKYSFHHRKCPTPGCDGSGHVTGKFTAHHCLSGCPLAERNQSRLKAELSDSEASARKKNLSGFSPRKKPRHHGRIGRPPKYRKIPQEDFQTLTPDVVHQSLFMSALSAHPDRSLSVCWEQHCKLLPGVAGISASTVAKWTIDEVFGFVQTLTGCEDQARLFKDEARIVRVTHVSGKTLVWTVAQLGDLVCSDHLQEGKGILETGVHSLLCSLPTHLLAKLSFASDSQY
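AlphaScreen assay: L3MBTL1 (50 nM final) was preincubated 30 min at room temperature with biotinylated H3(1-15)K9me1 peptide (75 nM final), then 30 min with library compounds; streptavidin donor and nickel chelate acceptor beads (10 ug/mL final) added, 30 min dark.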
TexasRed fluor: Total Fluorescence Counterscreen for Inhibitors of the Interaction of Thyroid Hormone Receptor and Steroid Receptor Coregulator 2 | TRb/SRC2 Texas Red total fluorescence interference | Potency, µM (series often up to 106 µM), for inactives: at the top dose fluorescence change, negative = quenching | hit rate 0.29% among 280,000; active = well fitted curve in either direction with a large enough effect; inconclusive = small, poorly fitted or top-dose-only effect
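Flags fluorescent or light-absorbing compounds by total fluorescence, S + 2P, at 555 nm excitation and 632 nm emission. Mixture: 20 nM Texas Red SRC2 peptide, 0.6 uM human TRb LBD, 1 uM T3, 5% DMSO; compound exposure 5 h at ambient temperature.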
TRb-SRC2 inh: qHTS for Inhibitors of the Interaction of Thyroid Hormone Receptor and Steroid Receptor Coregulator 2 | Thyroid hormone receptor beta (Homo sapiens), P10828 | AID 1469, 2008 | Potency, µM (highest dose often 106 µM), for the others: at the top dose activity change, negative = inhibition, most hits filed as inhibitors | TRbeta-SRC2 peptide binding, fluorescence polarization; receptor liganded with 1 µM T3 | hit rate 0.065% among 280,000;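 note: plate controls were bound peptide for no effect and peptide without receptor for full effect; nearly all actives have a fitted effect of over 50% in size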
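Quantitative HTS by FP: 0.6 uM TRb LBD, 20 nM labeled SRC2 20-mer, 1 uM T3, 5% DMSO; 5 hr ambient incubation; % activity per concentration and potencies from concentration series.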
GLA spleen mod: qHTS Assay for Inhibitors and Activators of Human alpha-Galactosidase From Spleen Homogenate. Alpha-galactosidase A (Homo sapiens), P06280. human spleen homogenate, 4MU-alpha-Gal fluorescence, 40 min. Potency, µM (highest dose often 80 µM), without a hit: at the highest dose activity change, negative = inhibition, actives largely listed as inhibitors. hit rate 0.008% among 240,000. AID 2107, 2009;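 note: 0% = enzyme with vehicle and -100% = no enzyme basal signal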
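qHTS titration in buffer at pH 5.0. Alpha-galactosidase activity in spleen homogenate was measured via 4-methylumbelliferone release from 1 mM fluorogenic substrate after 40 min at 37C and a pH 10 stop. AC50 came from Hill fits of control-normalized data.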
Tau fluor counter: Counterscreen qHTS for Inhibitors of Tau Fibril Formation, Fluorescence Polarization; tau K18 P301L Alexa594 fluorescence, heparin fibrillization; Potency, µM (top dose mostly 57.7 µM), for inactives: top-dose activity change, negative = decrease; hit rate 0.93% among 280,000; note: nearly all actives have a fitted effect of over 55% in size
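Human K18 P301L tau (15 uM unlabeled plus 0.24 uM Alexa 594-labeled, final) in 100 mM sodium acetate pH 7 was mixed with compound and 20 uM heparin and incubated 6 hr at 37 C.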
Tau ThT inhib: qHTS for Inhibitors of Tau Fibril Formation, Thioflavin T Binding; Microtubule-associated protein tau (Homo sapiens), P10636; Potency, µM (series often up to 57.4 µM), inactives show at the top dose activity, negative = inhibition, usual class: inhibitors; hit rate 2.1% among 270,000; recombinant tau K18 P301L (four-repeat tau fragment), heparin-induced fibrillization, ThT fluorescence; note: nearly all actives have a fitted effect of over 55% in size
Target sequence (P10636 561-689 P618L limits assumed): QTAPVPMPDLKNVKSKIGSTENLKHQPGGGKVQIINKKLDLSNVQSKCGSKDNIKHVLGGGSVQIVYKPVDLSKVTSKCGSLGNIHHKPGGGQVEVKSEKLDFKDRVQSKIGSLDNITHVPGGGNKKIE
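Recombinant human tau K18 fragment […] carrying P301L, 15 uM unlabeled plus 0.24 uM Alexa 594-labeled, was fibrillized with 20 uM heparin in 100 mM sodium acetate pH 7 for 6 hr at 37 C; 30 uM ThT fluorescence read after 1 hr.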
Tau FP inhib: qHTS for Inhibitors of Tau Fibril Formation, Fluorescence Polarization | Microtubule-associated protein tau (Homo sapiens), P10636 | K18 P301L tau heparin fibrillization, Alexa594 FP, 6 h | Potency, µM (top dose mostly 57.7 µM), for the others: at the highest dose activity, negative = inhibition, most hits filed as inhibitors | hit rate 0.39% among 280,000; note: nearly all actives have a fitted effect of over 55% in size
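Compound effects on tau fibrillization are measured by Alexa 594 fluorescence polarization (ex 555, em 632 nm). K18 P301L tau is used at 15 uM with 0.24 uM labeled tracer, and 20 uM heparin induces aggregation over 6 hr at 37 C.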
* marks the source's active call; other numbers are inactive results; ? = inconclusive; . = not tested or not shown; [ ] = another dose, or the depositor's remark. Unless noted, calls come from the whole dose curve; as a rule, active = well fitted curve in the direction sought with a large enough effect; inconclusive = small, poorly fitted or top-dose-only effect, or another doubt; inactive = no such curve, though single readings can be large; an effect the other way counts as inactive or inconclusive. Unless noted, % is set by controls: 0 for no effect and ±100 for the full control effect; potency is the fitted concentration of half-maximal effect. Not a hit list, and some 8.5% of all compounds hit somewhere here.

cpd	canonical_smiles	ALDH1A1 block	L3MBTL1 block	TexasRed fluor	TRb-SRC2 inh	GLA spleen mod	Tau fluor counter	Tau ThT inhib	Tau FP inhib
1	CCOC(=O)c1sc(C)c(C(N)=O)c1NC1=NCCCCC1	-4%	8%	1%	4%	12%	-3%	4%	-3%
2	CCc1cc2c(-n3nc(C)cc3C)ncnc2s1	-11%	9%	-1%	0%	7%	-10%	-16%	-9%
3	COc1ccc(-n2c(Cc3ccccc3)nnc2SCC(=O)N2CCCc3ccccc32)cc1	11µM*	?	-2%	-8%	-12%	-9%	?	-4%
4	CN(C)CCN1C(=O)C(=O)/C(=C(/O)c2ccc(S(=O)(=O)N3CCOCC3)cc2)C1c1ccccc1 (stereo unspecified)	-5%	7%	0%	-6%	-1%	4%	-4%	3%
5	CCn1nc(C)c(/C=N/NC(=O)c2nc3nc(C)cc(C)n3n2)c1C	.	6%	0%	7%	2%	-1%	-5%	4%
6	COc1ccccc1NS(=O)(=O)c1ccc(C(N)=O)cc1	1%	1%	0%	-5%	5%	-7%	-10%	0%
7	COc1ccc(/C=N/NC(=O)C(Cc2c[nH]c3ccccc23)NC(=O)OCC(C)C)cc1[N+](=O)[O-] (stereo unspecified)	13µM*	-10%	-1%	-3%	1%	-27%	-8%	7%
8	COc1ccc(CCNC(=O)CC2Oc3ccc(Cl)cc3NC2=O)cc1OC (stereo unspecified)	?	.	0%	4%	1%	-11%	-5%	-1%
9	CN1C(=O)C[C@H](c2ccccc2)C1=O	11%[20.9 µM]	.	-2%	2%	-11%[29.1 µM]	.	.	.
10	CCCC(=O)NCc1ccccc1Cl	0%	2%	3%	-4%	6%	7%	6%	7%
11	O=C(Nc1ccccc1-c1nnn(CC(=O)N2CCOCC2)n1)c1ccc(F)cc1	1%	10%	-1%	2%	2%	-4%	-2%	-6%
12	CC(C)=C1C2C=CC1C(C(=O)Nc1cc(C)ccc1C)C2C(=O)O (stereo unspecified)	1%	0%	0%	-2%	3%	-1%	-13%	4%
13	CCCCCCOC(=O)C(C#N)c1nc2ccccc2nc1N1CCN(CC)CC1 (stereo unspecified)	0%	0%	2%	7%	2%	-12%	?	5%
14	O=S(=O)(Nc1nc2ccccc2nc1NCc1ccco1)c1ccc(Cl)cc1	?	-3%	-1%	7%	-6%	-20%	?	3%
15	CCc1nn2c(=O)cc(COC(=O)CNC(=O)c3ccccc3)nc2s1	.	.	-4%	-4%	.	-3%	-5%	2%
16	O=C(C1CCC1)N1CCc2cc(S(=O)(=O)N3CCCCC3)ccc21	-3%	0%	2%	3%	-5%	0%	0%	4%
17	CC(C)(C)OC(=O)NCCC(=O)N/N=C/c1ccc2ncccc2c1	.	.	0%	2%	3%	-9%	.	4%
18	Cc1ccc(NC(=O)CSc2ncc(-c3ccccc3)n2C(=O)c2ccccc2)cc1	?	-17%	-3%	-10%	-3%	-24%	?	9%
19	COc1ccc(Cc2nc3ccc(C(=O)NCCc4ccc(Cl)cc4)cc3o2)cc1	.	.	-4%	6%	.	-15%	-10%	-9%
20	COc1ccc(N2Cc3ccccc3C2=NC(=O)c2ccc(C)cc2)cc1OC	?	-11%	11%	-11%	0%	-9%	?	12%
21	Cc1cccn2c(=O)c(C(=O)N3CCN(c4ccccc4)CC3)cnc12	.	.	0%	-6%	.	14%	13%	6%
22	CCOc1ccc(C(CCc2ccccc2)NC(=O)c2ccccc2OC)cc1OCC (stereo unspecified)	-4%	.	0%	1%	0%	-12%	-19%	0%
23	O=C1CCc2cc(S(=O)(=O)NC(Cc3ccccc3)C(=O)NCCC3=CCCCC3)ccc2N1 (stereo unspecified)	?	.	-2%	-7%	1%	-12%	0%	11%
24	CC(C)Sc1nnc([C@@H]2CCCN2C(=O)OC(C)(C)C)o1	-4%	.	2%	-15%	2%	0%	-2%	8%
25	COc1ccc(CNC(=O)c2cccc(NC(=O)c3ccccc3)c2)cc1	-2%	3%	-1%	0%	5%	-16%	-1%	1%
26	CN(C)C(=O)c1cc(C(=O)c2ccc(C(F)(F)F)cc2F)c[nH]1	-2%	?	-7%	-3%	-18%	11%	6%	-4%
27	O=C(NCc1ccco1)c1ccc2c(c1)N(Cc1c(F)cccc1Cl)C(=O)c1ccccc1S2	.	.	-1%	-1%	.	-18%	-5%	-12%
28	Cc1ccc2cc3cc(C(=O)N4CCN(c5ccc(Cl)cc5)CC4)oc3nc2c1	.	.	0%	-3%	.	-8%	-9%	-4%
29	CCn1c(CNC(=O)Cc2ccc(OC)cc2)nnc1SCC(=O)c1ccccc1	2.8µM*	11%	2%	0%	-6%	1%	?	-12%
30	CC(C)Oc1cccc(C(=O)C2CCCN(S(C)(=O)=O)C2)c1 (stereo unspecified)	-8%	18%	-3%	-7%	1%	-6%	1%	1%
31	O=C(COc1ccc(/C=N/NC(=O)C(=O)N2CCCCC2)cc1)Nc1ccccc1Cl	?	.	-3%	6%	-1%	-18%	?	-11%
32	Cc1cc(C(=O)CSc2nc3ccccc3c(=O)n2C)c(C)n1CC1CCCO1 (stereo unspecified)	?	-3%	0%	2%	4%	-17%	-9%	2%
33	COc1cccc2cc(C(=O)N3CCN(c4ccccn4)CC3)c(=O)oc12	?	.	-1%	4%	0%	4%	7%	7%
34	COc1ccccc1C(=O)Nc1ccccc1N1CCOCC1	-8%	2%	-3%	-1%	4%	-9%	-10%	-2%
35	COc1cc2c(cc1NC(=O)Nc1ccccc1)oc1ccccc12	?	0%	-4%	1%	-2%	7.1µM*[quencher]	2%	-8%
36	Cc1ccc(C(=O)/C=C/Nc2ccc(S(=O)(=O)Nc3onc(C)c3C)cc2)cc1	1%	-14%	-6%	9%	-2%	0%	?	-2%
37	Cc1cc(Br)ccc1NC(=O)CSc1c2c(nc3ccccc13)CCC2	.	.	1%	7%	.	-16%	?	1%
38	O=C(Nc1nc2ccccc2[nH]1)c1cccs1	-10%	-10%	2%	3%	-15%	1%	3%	-4%
39	Cc1cccc(CSc2ncc(CO)n2Cc2ccc(F)cc2)c1	.	.	0%	-5%	.	-12%	-2%	5%
40	Cc1ccccc1OCC(=O)NCC1CCCO1 (stereo unspecified)	1%	11%	-1%	3%	0%	-1%	1%	-5%

A draw from above in order of heavy-atom count, ascending:
cpd	canonical_smiles	ALDH1A1 block	L3MBTL1 block	TexasRed fluor	TRb-SRC2 inh	GLA spleen mod	Tau fluor counter	Tau ThT inhib	Tau FP inhib
38	O=C(Nc1nc2ccccc2[nH]1)c1cccs1	-10%	-10%	2%	3%	-15%	1%	3%	-4%
24	CC(C)Sc1nnc([C@@H]2CCCN2C(=O)OC(C)(C)C)o1	-4%	.	2%	-15%	2%	0%	-2%	8%
30	CC(C)Oc1cccc(C(=O)C2CCCN(S(C)(=O)=O)C2)c1 (stereo unspecified)	-8%	18%	-3%	-7%	1%	-6%	1%	1%
26	CN(C)C(=O)c1cc(C(=O)c2ccc(C(F)(F)F)cc2F)c[nH]1	-2%	?	-7%	-3%	-18%	11%	6%	-4%
39	Cc1cccc(CSc2ncc(CO)n2Cc2ccc(F)cc2)c1	.	.	0%	-5%	.	-12%	-2%	5%
35	COc1cc2c(cc1NC(=O)Nc1ccccc1)oc1ccccc12	?	0%	-4%	1%	-2%	7.1µM*[quencher]	2%	-8%
21	Cc1cccn2c(=O)c(C(=O)N3CCN(c4ccccc4)CC3)cnc12	.	.	0%	-6%	.	14%	13%	6%
33	COc1cccc2cc(C(=O)N3CCN(c4ccccn4)CC3)c(=O)oc12	?	.	-1%	4%	0%	4%	7%	7%
28	Cc1ccc2cc3cc(C(=O)N4CCN(c5ccc(Cl)cc5)CC4)oc3nc2c1	.	.	0%	-3%	.	-8%	-9%	-4%
29	CCn1c(CNC(=O)Cc2ccc(OC)cc2)nnc1SCC(=O)c1ccccc1	2.8µM*	11%	2%	0%	-6%	1%	?	-12%

(list continues)
cpd	canonical_smiles	ALDH1A1 block	L3MBTL1 block	TexasRed fluor	TRb-SRC2 inh	GLA spleen mod	Tau fluor counter	Tau ThT inhib	Tau FP inhib
41	O=C(c1ccccc1)c1ccc(-c2ccc(O)cc2)cc1	-12%	-11%	-5%	-4%	-6%	?	-13%	-8%
42	Cc1ccc(Cl)cc1NC(=O)CCn1cccc1	2%	-4%	-2%	-14%	-11%	-7%	-8%	3%
43	O=C(C1CCCO1)N1CCN(C(=S)Nc2ccccc2Cl)CC1 (stereo unspecified)	?	-4%	-1%	2%	-18%	-2%	-1%	5%
44	C=C(C)Cn1c(SCC(=O)Nc2cccc(Cl)c2)nc2sc3c(c2c1=O)CCCC3	.	.	0%	-5%	.	-22%	-14%	-11%
45	O=C1NCCc2c1[nH]c1c(Cl)ccc(Cl)c21	-3%	7%	0%	9%	4%	-15%	-16%	-4%
46	CC(=O)C(Sc1ccc2nnc(-c3ccncc3)n2n1)C(C)=O	2%	47%[activator]	-6%	0%	5%	3%	-4%	4%
47	Cc1ccc(/C=C2/C(=O)c3ccc(C(=O)O)cc3C2=O)o1	7.1µM*	1.6µM*	-12%	16%	-7%	-20%	5.6µM*	?
48	Cc1ccc(-c2ccc(S(=O)(=O)NCc3ccco3)cc2)cc1	12%	0%	-1%	7%	3%	-3%	-13%	2%
49	Cn1nnnc1SCC(=O)Nc1cc(C(C)(C)C)nn1-c1ccccc1	10%	.	-1%	4%	4%	-13%	-11%	-2%

Screening results from PubChem BioAssay.
